P. falciparum M17LAP – P. falciparum M17LAP inhibitors, primary screen, biochemical, fluorogenic H-Leu-NHMec substrate, 1536-well (AID 1619) | recombinant M17LAP, H-Leu-NHMec fluorogenic kinetic assay; higher % means a stronger effect | 0.38% of 220,000 active | one-dose inhibition, % at 30 µM; IC50 in µM for titrated hits;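 active = compound inhibiting the enzyme by more than half at any dose during confirmatory dose-response retesting; inconclusive = strong single-dose inhibitors picked by rank but not retested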;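 note: plate controls were full reaction with DMSO carrier for no effect and no enzyme background for full effect; strong numbers were not always called active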
Dynein cargo inh – blocks dynein driven cargo transport along microtubules; 3617.4 mouse cells, GR-EGFP nuclear translocation imaging; test concentration mostly 20 µM; stimulated with dexamethasone, 1 µM; stronger effect = lower value; z-score, hits read low; 0.47% of 220,000 active;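 active = plate z-score of nuclear minus cytoplasmic receptor signal below a set negative limit, without overly bright fluorescence or cell loss, cut at about -3.5 in these data, passing the limit was not always enough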;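 note: z-score of nuclear minus cytoplasmic ring GR-EGFP intensity difference per well; some compounds called inactive have numbers as strong as hits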
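medium = tetracycline-free induction medium containing charcoal-stripped FBS | also added = 1.0 µM final dexamethasone stimulus | schedule = 48 h induction, 1 h compound, 30 min dex at 37 °C | technique = fixed, Hoechst-stained cells imaged at 10x for EGFP | measure = GR-EGFP nuclear translocation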
GPR55 activation – selective activators of receptor GPR55 – imaging, U2OS cells, beta-arrestin-GFP redistribution, primary screen (AID 1961); U2OS GPR55 beta-arrestin-GFP redistribution imaging; higher % means a stronger effect; activation, % at 10 µM, or EC50 in µM where a hit was titrated; 0.048% of 290,000 active;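 active = activation above 40% with more than 50 cells counted in the well; inconclusive = wells holding fewer than 50 cells, flagged as toxic or sparse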;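 note: U2OS osteosarcoma cells stably expressing GPR55 and beta-arrestin-GFP; plate controls were DMSO negative control for no effect and LPI positive control for full effect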
KOR beta-arrestin-1 – KOR agonists, beta-arrestin recruitment, primary screen, cell-based, luminescence, uHTS (AID 1777) | KOR beta-arrestin recruitment, luminescence; higher % means a stronger effect | one-dose activation, % at 10 µM; EC50 in µM for titrated hits | 0.02% of 280,000 active; in the data active = activation above about 50%, passing the limit was not always enough; note: a part of the inactive calls stands beside numbers as strong as those of hits
AID2073 – inhibitors of Mint1-CaV2.2 protein interaction, biochemical, HTRF (AID 2073) | HTRF protein-protein interaction, Mint1-CaV2.2; higher % means a stronger effect | inhibition, % at 20 µM, or IC50 in µM where a hit was titrated | 0.19% of 290,000 active; in the data active = inhibition mostly above about 51%, no sharp cut-off; inconclusive = no clear call, values can overlap the other calls; inactive = mostly below about 53%; note: some results filed as inactive read as strong as hits
NOD2 inhibition – NOD2 signaling inhibitors, cell-based, luminescence, uHTS, HEK293 (AID 1566); HEK293 NOD2/NF-kB luciferase reporter, luminescence; higher % means a stronger effect; one-dose inhibition, % at 4 µM; EC50 in µM for titrated hits; 0.63% of 290,000 active; note: many of its hits are not listed in these tables
KOR beta-arrestin-2 – KOR antagonists, beta-arrestin recruitment, cell-based, luminescence, uHTS (AID 1778); KOR beta-arrestin recruitment, luminescence, antagonist mode; higher % means a stronger effect; inhibition, % at 10 µM, or IC50 in µM where a hit was titrated; 0.091% of 290,000 active; note: strong numbers were not always called active
P. falciparum M1AAP – P. falciparum M1AAP inhibitors, biochemical, fluorogenic H-Leu-NHMec substrate, 1536-well (AID 1445) | recombinant M1AAP, H-Leu-NHMec fluorogenic kinetic assay; higher % means a stronger effect | inhibition, % at 30 µM; hits with a dose series show IC50 in µM | 0.42% of 220,000 active;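 active = primary inhibition above the hit cutoff, then over 50% inhibition at one or more dose response concentrations, cut at about 23% in these data, passing the limit was not always enough; inconclusive = conflicting primary data, or primary hits not chosen for dose response; inactive = low primary inhibition, or under 50% at every dose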;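 note: plate controls were DMSO full reaction for no effect and no enzyme background for full effect; strong numbers were not always called active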
NOD1 inhibition – NOD1 signaling inhibitors, primary screen, cell-based, luminescence, uHTS (AID 1578) | NOD1-driven NF-kB luciferase reporter cells, luminescence; higher % means a stronger effect | inhibition, % at 4 µM, or EC50 in µM where a hit was titrated | 1% of 290,000 active; in the data active = inhibition mostly above about 36%, no sharp cut-off; inactive = mostly below about 34%;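 note: HEK-293T reporter cells stimulated with the NOD1 agonist gamma-tri-DAP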
Dynein cargo inh cytoplasmic EGFP – further read-out of Dynein cargo inh, marked with its call; z-score; measured here: cytoplasmic GR-EGFP intensity; stronger effect = higher value
Dynein cargo inh nuclear GR-EGFP – further read-out of Dynein cargo inh, marked with its call; z-score; measured here: nuclear GR-EGFP intensity;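 lower value marks the stronger effect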
Dynein cargo inh cell count – recorded beside Dynein cargo inh, whose call it bears; z-score; measured here: cell count per field
Numbers without * were called inactive; u = inconclusive; x = no result given; [ ] = another dose, or the depositor's remark. Cut-off read from the data, not from the text of the source, unless noted: active = inhibition above about 50%; inactive = the rest.

The first 3 records as a preview:
smiles	P. falciparum M17LAP	Dynein cargo inh	Dynein cargo inh cytoplasmic EGFP	Dynein cargo inh nuclear GR-EGFP	Dynein cargo inh cell count	GPR55 activation	KOR beta-arrestin-1	AID2073	NOD2 inhibition	KOR beta-arrestin-2	P. falciparum M1AAP	NOD1 inhibition
CN(CC(O)COCc1ccccc1F)C1CCCCC1 (centres undefined)	-2%	-0.21	-0.79	-0.43	-0.32	-0.1%	-3.3%	2%	4%	-12%	-1%	-1%
Cc1ccc2nc(-c3ccc(NC(=S)NC4CC(C)(C)NC(C)(C)C4)cc3)sc2c1	-1%	11	4.1	8.6	-6.2	0.6%	-0.5%	17%	-108%	-19%	7%	-71%
CC(=O)c1cccc(NC(=O)c2cccc(N3C(=O)c4ccccc4C3=O)c2)c1	x	x	x	x	x	-0.2%	-1.9%	4%	3%	7%	x	0%

This part in full, repeating the preview:
smiles	P. falciparum M17LAP	Dynein cargo inh	Dynein cargo inh cytoplasmic EGFP	Dynein cargo inh nuclear GR-EGFP	Dynein cargo inh cell count	GPR55 activation	KOR beta-arrestin-1	AID2073	NOD2 inhibition	KOR beta-arrestin-2	P. falciparum M1AAP	NOD1 inhibition
CN(CC(O)COCc1ccccc1F)C1CCCCC1 (centres undefined)	-2%	-0.21	-0.79	-0.43	-0.32	-0.1%	-3.3%	2%	4%	-12%	-1%	-1%
Cc1ccc2nc(-c3ccc(NC(=S)NC4CC(C)(C)NC(C)(C)C4)cc3)sc2c1	-1%	11	4.1	8.6	-6.2	0.6%	-0.5%	17%	-108%	-19%	7%	-71%
CC(=O)c1cccc(NC(=O)c2cccc(N3C(=O)c4ccccc4C3=O)c2)c1	x	x	x	x	x	-0.2%	-1.9%	4%	3%	7%	x	0%
Cc1occc1C(=O)NNC(=S)Nc1ccccc1	3%	-0.52	-0.22	-0.56	0.91	-0.3%	-1.1%	-15%	-55%	11%	3%	-37%
NS(=O)(=O)c1ccc(CCNC(=O)CN2CCN(Cc3cccc4ccccc34)CC2)cc1	x	x	x	x	x	0.0%	-3.2%	8%	20%	-15%	x	-16%
Cc1ccc(NCc2nnc(SCC(=O)O)n2Cc2ccccc2)cc1Cl	1%	0.46	0.72	0.65	-0.6	-0.1%	x	25%	12%	-27%[20 µM]	6%	-13%
CCOc1ccc(C2NC(=O)CCC2[N+](=O)[O-])cc1 (centres undefined)	x	x	x	x	x	-0.1%	-2.0%	11%	3%	-20%[20 µM]	x	5%
Cn1c(COc2ccccc2)nnc1SCC(=O)Nc1ccc(N2CCOCC2)cc1	x	x	x	x	x	-0.4%	0.8%	-3%	0%	-10%	x	-24%
COc1ccc(S(=O)(=O)Nc2nc3ccccc3nc2NCc2ccc3c(c2)OCO3)cc1	-9%	0.18	-0.24	0.57	-0.76	0.2%	-2.0%	6%	-24%	-4%	7%	18%
O=C(Nc1ccc(F)cc1F)c1cc2ccccc2oc1=O	x	x	x	x	x	0.4%	1.8%	14%	-40%	3%	x	-25%
O=C(O)CC1CCS(=O)(=O)C1 (centres undefined)	1%	0.74	-0.35	0.18	0.063	0.1%	-0.8%	-4%	8%	-8%	-3%	9%
CN1CCc2c(sc(NC(=O)c3ccc(S(=O)(=O)N4CCCCCC4)cc3)c2C(N)=O)C1	x	x	x	x	x	-0.2%	5.1%	-3%	3%	-6%	x	-35%
COC(=O)CSc1nc(NC(C)(C)C)nc(N(C)C)n1	3%	-0.25	-0.24	-0.11	1.2	-0.3%	1.6%	27%	3%	-27%	1%	-39%
Cc1ccc(NC(=O)CSc2nc3ccccc3c(=O)n2CCCC(=O)NCCCN2CCOCC2)cc1C	1%	-0.46	-0.32	-0.13	0.74	0.5%	-0.5%	-2%	15%	17%	6%	-20%
O=C(CCl)Nc1cc2[nH]c(=O)[nH]c2cc1Br	8%	-2.9	-0.11	-0.69	0.27	-0.1%	3.8%	41%	16%	0%	4%	72%*
CC[C@@]1(c2ccccc2OC)C(=O)N(C(=O)OC)N1C(=O)OC	x	x	x	x	x	-0.2%	-5.0%	11%	24%	-35%[20 µM]	x	32%
CSCCNC(=O)c1ccc(OC2CCN(CCc3ccccc3)CC2)cc1	0%	-0.51	-0.2	-0.43	0.37	-0.3%	-5.9%	6%	16%	-13%	-4%	-12%
O=C(O)c1cc([N+](=O)[O-])c(Sc2nc3ccccc3[nH]2)c([N+](=O)[O-])c1	x	x	x	x	x	-0.1%	3.2%	-1%	9%	25%	x	6%
CSc1ncc(S(=O)(=O)c2ccccc2)c(=O)[nH]1	-1%	-0.67	-0.26	0.00046	0.55	-0.2%	-1.8%	-9%	11%	-3%	2%	-26%
CCOC(=O)CSC1=C(C#N)C(c2ccc(C)o2)CC(=O)N1 (centres undefined)	-1%	-1.3	-0.16	-0.59	0.45	-0.5%	0.4%	8%	0%	-14%	12%	-17%
CCCN(CCC)CCCOC(=O)c1ccc(Cl)cc1Cl	-11%	-0.84	0.088	-0.27	0.84	-0.1%	44%	-12%	14%	-25%	-4%	6%
Cc1sc(NC(=S)NC(=O)c2cccs2)nc1-c1ccc(C(C)C)cc1	3%	-1.1	-0.18	0.15	0.88	-0.2%	-0.7%	-6%	13%	-42%	-4%	-18%
Cc1c(O)ccc2c(=O)c(Oc3ccccc3)coc12	x	x	x	x	x	-0.2%	-1.2%	15%	12%	24%	x	-3%
O=C(CCN1C(=O)c2cccc3cccc(c23)C1=O)N1CCN(Cc2ccc3c(c2)OCO3)CC1	9%	1.5	1.2	0.84	-1.3	-0.1%	3.1%	-11%	-6%	9%	1%	16%
Cc1ccc(C(=O)c2c3ccc(C(F)(F)F)cc3[n+]([O-])n2CCC(N)=O)cc1	x	x	x	x	x	-0.2%	0.1%	-3%	9%	-28%[20 µM]	x	-12%
O=c1cc(-c2ccccc2)nc(SCc2ccc(Cl)cc2)[nH]1	9%	-0.73	-0.22	-0.41	1	0.1%	5.3%	14%	1%	-10%	4%	9%
CCN(CC)C(=O)C1=C(C)Nc2nnnn2C1c1cccnc1 (centres undefined)	-8%	0.055	-0.22	-0.33	-0.65	0.5%	-3.0%	1%	-8%	30%	-1%	-2%
O=C(Nc1ccc2c(c1)oc1ccc(S(=O)(=O)N3CCCC3)cc12)C1CC1	-5%	-0.85	-0.22	-0.56	0.092	-0.2%	3.2%	6%	15%	17%	-4%	x
Cn1ccnc1SCC(=O)Nc1cc(F)ccc1F	x	x	x	x	x	0.3%	0.6%	7%	2%	-17%	x	-21%
CCc1cc2c(-c3ccccc3)cc(=O)oc2cc1OC(C)C(=O)NCC1CCC(C(=O)O)CC1 (centres undefined)	x	x	x	x	x	-0.1%	1.0%	12%	27%	-38%[20 µM]	x	22%
COc1cccc(NC(=O)c2cc(C(=O)Nc3cccc(OC)c3)n(C)n2)c1	4%	-0.32	-0.22	-0.18	0.36	-0.2%	-1.4%	-1%	16%	-9%	1%	-13%
Cc1cc2cc(CN3C(=O)c4ccccc4C3=O)ccc2n1C	2%	-0.67	0.52	0.27	0.85	-0.2%	2.9%	35%	10%	-18%	-4%	-18%
Cc1ccc(C)c(SCC(=O)NC(=O)NCc2ccccc2)c1	-15%	-0.21	-0.28	-0.43	0.51	0.5%	0.8%	1%	-5%	-15%	-2%	-35%
Cc1ccc2c(COC(=O)c3ccc(C)c(C)c3)cc(=O)oc2c1	x	x	x	x	x	-0.1%	-3.2%	8%	2%	-256%	x	-19%
COCCNC(=O)CN(Cc1ccc(Cl)cc1)S(C)(=O)=O	-5%	-0.34	-0.2	-0.26	0.42	-0.2%	-2.6%	-4%	-2%	-13%	4%	-9%
O=C(NCCC1=CCCCC1)C1CCN(C(=O)c2ccc(Br)cc2)CC1	7%	-0.51	-0.15	-0.29	-0.63	-0.3%	-1.5%	8%	-6%	-11%	32%	-19%
Clc1ccc2oc3c(Cl)ncnc3c2c1	9%	-1.1	0.081	-0.83	0.61	-0.2%	9.1%	-8%	14%	14%	6%	1%
COc1ccc(-c2cn(-c3cccc(C)c3)c(=O)[nH]2)cc1OC	13%	0.4	-0.085	0.31	-0.37	0.7%	-2.7%	13%	-3%	9%	1%	-20%
C/C(=N\Nc1ccc([N+](=O)[O-])cc1)c1ccc(C#N)cc1	5%	-1.9	0.82	-0.88	1.6	-0.1%	0.5%	32%	2%	17%	-3%	-10%
COc1cc(OC)c2c(-c3ccccc3)cc(=O)oc2c1	1%	0.078	-0.27	-0.0044	-0.12	1.3%	-1.8%	-2%	15%	19%	4%	-38%
Cc1cc(C(=O)NCc2ccccc2F)c2ccccc2n1	x	x	x	x	x	0.0%	-1.2%	9%	-3%	19%	x	9%
O=C(O)c1cc(S(=O)(=O)N2CCCC2)ccc1Br	4%	0.23	-0.38	-0.23	1	-0.2%	6.1%	-6%	9%	-26%	-5%	-7%
CCC(=O)Nc1ccc(NC(=O)c2ccccc2)nc1	-8%	-0.47	-0.28	-0.05	-0.0029	-0.1%	-0.5%	-3%	-52%	-16%	-4%	-30%
Cc1sc2ncnc(NCc3ccccc3)c2c1C	-4%	-0.16	-0.14	-0.72	0.34	-0.1%	-1.4%	-7%	15%	13%	3%	47%
CCOC(=O)N1CCN(S(=O)(=O)c2ccc(C(=O)N(CCCN(C)C)c3nc4ccc(CC)cc4s3)cc2)CC1	x	x	x	x	x	-0.2%	14%	10%	9%	-6%	x	-4%
CCCC(=O)Nc1ccc2c(c1)Cc1ccccc1-2	x	x	x	x	x	0.2%	-1.9%	-2%	-56%	1%	x	-70%
Cc1ccc(S(=O)(=O)N(C)C)cc1NC(=O)c1cc(-c2ccco2)nc2ccccc12	x	x	x	x	x	0.0%	-3.6%	u	34%	33%	x	0%

Screens (PubChem)

This is a subset; count on the stated rates, not on these rows.
